Screens (PubChem BioAssay)
ALOX12 inh: blocks human arachidonate 12S-lipoxygenase; AID 1671190; 580,000 tested, 1.1% active; Potency, µM (highest dose often 108 µM), without a hit: at the top dose activity change, negative = inhibition, most hits filed as inhibitors; purified 12hLO, xylenol orange hydroperoxide absorbance; P18054; further: potency means the concentration at half of the fitted maximal effect; on the % scale 0 is the no-effect control and ±100 the full control effect
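Purified human 12hLO (150 nM final) in 25 mM Hepes, 0.01% Triton X-100, pH 7.0 was preincubated 15 min at room temperature with compound. Then 40 uM arachidonic acid was added, 30 min. Hydroperoxide was read by Fe-XO absorbance ratio 573/405 nm.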
RGS4 inh: inhibitors of human regulator of G protein signaling 4; P49798; 390,000 tested, 0.039% active; AID 504845; Potency, µM (titrated, usually from 114 µM), without a hit: at the top dose activity change, negative = inhibition, most hits filed as inhibitors; Transcreener GDP fluorescence polarization, RGS4-accelerated GTP hydrolysis; further: potency means the concentration at half of the fitted maximal effect; on the % scale 0 is the no-effect control and ±100 the full control effect; nearly all actives have a fitted effect of over 75% in size; some results filed as inactive show a strong effect at the top dose
Target sequence (P49798 whole entry, looked up): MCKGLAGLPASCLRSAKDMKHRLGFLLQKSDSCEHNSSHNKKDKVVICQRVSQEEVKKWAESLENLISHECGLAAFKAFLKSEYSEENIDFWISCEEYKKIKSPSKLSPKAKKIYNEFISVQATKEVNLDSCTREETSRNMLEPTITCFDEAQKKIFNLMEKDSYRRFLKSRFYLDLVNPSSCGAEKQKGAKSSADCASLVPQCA
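MLSMR compounds (23 nl, pin-transferred) preincubated 10 min at room temperature with a 500nM (2x) first reagent, then RGS4 at 900nM (2x) plus Transcreener GDP mix added; fluorescence polarization (620/688 nm) read before and after 90 min at 30 °C.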
LDHA block: blocks human lactate dehydrogenase A | P00338 | purified LDHA, NADH/diaphorase-resazurin fluorescence; active compounds read low | activity change, % (values are at about 110 or 230 µM) | 480,000 tested, 0.15% active; in the data active means activity change below about -30%; inconclusive means mostly about -25% to -30%;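 further: plate controls were DMSO wells for no effect and wells without enzyme for full effect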
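Remaining NADH was detected by diaphorase (0.133 mg/mL) converting 37 µM resazurin to fluorescent resorufin, read at 0 and 20 minutes. The preceding 5-minute room-temperature reaction used 2 nM LDHA, 0.2 mM sodium pyruvate and 0.06 mM NADH at pH 7.4.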
APEX1 inh: APE1 (human) endonuclease inhibition; AID 2517; Potency, µM (doses to about 65.8 µM), for the others: at the top dose activity change, negative = inhibition, most hits filed as inhibitors; recombinant APE1, TAMRA/BHQ-2 abasic DNA cleavage fluorescence; P27695; 350,000 tested, 0.35% active;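 further: potency means the concentration at half of the fitted maximal effect; plate controls were vehicle for no effect and reference inhibitor for full effect; nearly all actives have a fitted effect of over 55% in size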
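APE1 at 0.75 nM final was preincubated with compound 15 min at room temperature, then 50 nM double-stranded THF abasic-site substrate (5'-TAMRA/3'-BHQ-2) was added. Fluorescence (ex 525/em 598 nm) was read kinetically; third-minus-first read gave activity.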
Pol eta inh: blocks human DNA polymerase eta activity | AID 588591 | recombinant Pol eta, fluorescent DNA replication assay | Potency, µM (series often up to 114 µM), inactives show top-dose activity change, negative = inhibition, hits mostly inhibitors | 390,000 tested, 1.2% active; further: potency means the concentration at half of the fitted maximal effect; on the % scale 0 is the no-effect control and ±100 the full control effect
Target sequence (Q9Y253 whole entry, looked up): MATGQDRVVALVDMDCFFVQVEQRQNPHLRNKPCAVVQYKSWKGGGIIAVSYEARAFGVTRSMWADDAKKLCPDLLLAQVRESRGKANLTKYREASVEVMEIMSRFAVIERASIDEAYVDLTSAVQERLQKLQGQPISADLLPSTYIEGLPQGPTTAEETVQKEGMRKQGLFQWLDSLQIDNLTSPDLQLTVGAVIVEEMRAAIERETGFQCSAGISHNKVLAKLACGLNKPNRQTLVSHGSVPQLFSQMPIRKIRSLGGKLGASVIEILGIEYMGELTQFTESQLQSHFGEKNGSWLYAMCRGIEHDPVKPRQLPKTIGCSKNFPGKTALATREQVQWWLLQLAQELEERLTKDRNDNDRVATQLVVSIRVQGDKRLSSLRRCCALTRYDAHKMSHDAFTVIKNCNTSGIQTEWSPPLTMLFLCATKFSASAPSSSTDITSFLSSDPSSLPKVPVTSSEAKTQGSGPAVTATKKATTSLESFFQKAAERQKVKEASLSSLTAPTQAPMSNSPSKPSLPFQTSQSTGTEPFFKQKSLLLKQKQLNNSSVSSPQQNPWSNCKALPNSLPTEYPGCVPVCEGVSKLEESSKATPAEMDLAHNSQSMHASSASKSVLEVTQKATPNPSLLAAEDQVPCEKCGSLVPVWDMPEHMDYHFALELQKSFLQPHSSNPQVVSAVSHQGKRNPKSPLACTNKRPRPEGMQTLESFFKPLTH
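Fluorescent replication assay: 50 nM final substrate added after a 15 min room-temperature compound preincubation with 10 nM enzyme. Signal taken at 0 min and again at 10 min.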
Pol beta inh: blocks human DNA polymerase beta activity | P06746 | Pol beta primer extension/strand displacement, fluorescence kinetic | Potency, µM (doses to about 114 µM), inactives show top-dose activity change, negative = inhibition, actives largely listed as inhibitors | 340,000 tested, 1.3% active; further: potency means the concentration at half of the fitted maximal effect; on the % scale 0 is the no-effect control and ±100 the full control effect
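Enzyme-only controls used 10 nM Pol beta; buffer lacking enzyme served as negative control. Compound preincubated 15 min, then 50 nM substrate added; 0 and 10 min reads at room temperature.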
ERG Ets-DNA blk: inhibitors of human ERG Ets domain-DNA interaction. fluorescence polarization, His-ERG Ets domain / labelled DNA. Potency, µM (highest dose often 76.9 µM), inactives show at the top dose FP activity, negative = inhibition, actives largely listed as inhibitors. 370,000 tested, 0.028% active; active means well fitted inhibition curve with a large enough effect in the polarisation, with a control signal flat; inconclusive means small, poorly fitted or top-dose-only effect, or effect the other way, or a change in a side signal; inactive means no such curve, though single readings can be large or run the other way; the % refers to the polarisation;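 further: polarization taken with two DNA probes labelled with fluorescein and Texas red; potency means the concentration at half of the fitted maximal effect; % of control where 0% means no effect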
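His-tagged ERG Ets domain (1 uM in the protein solution; 300mM KCl, 50mM Tris-HCl, 1mM EDTA, 1mM DTT, pH 7.5) received compound, then a probe mix of 5 nM fluorescein-DNA and 100nM Texas-615-DNA. Fluorescence polarization was read for both dyes.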
Pol kappa inh: inhibitors of human DNA polymerase kappa | purified Pol kappa, fluorescent DNA synthesis assay, 10 min | 400,000 tested, 0.53% active | Potency, µM (highest dose often 107 µM), without a hit: top-dose activity, negative = inhibition, most hits filed as inhibitors | Q9UBT6; further: potency means the concentration at half of the fitted maximal effect; on the % scale 0 is the no-effect control and ±100 the full control effect
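Kinetic fluorescence screen: compound preincubated 15 min RT with 10 nM enzyme; 50 nM substrate (final) initiates; reads at 0/10 min.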
Apoferritin bind: binds horse apoferritin like a general anesthetic | P02791 | apoferritin/1-aminoanthracene competitive binding, fluorescence | Potency, µM (series often up to 77.5 µM), inactives show top-dose activity change, negative = displacement, actives largely listed as inhibitors | 350,000 tested, 0.074% active; further: potency means the concentration at half of the fitted maximal effect; on the % scale 0 is the no-effect control and ±100 the full control effect; nearly all actives have a fitted effect of over 20% in size
Target sequence (P02791 2-175 limits assumed): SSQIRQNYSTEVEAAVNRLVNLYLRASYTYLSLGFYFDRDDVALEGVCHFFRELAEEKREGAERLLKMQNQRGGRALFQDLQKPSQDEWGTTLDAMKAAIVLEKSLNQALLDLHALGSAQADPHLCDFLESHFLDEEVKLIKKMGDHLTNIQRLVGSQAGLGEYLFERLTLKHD
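10 uM apoferritin + 50% sat. 1-AMA, PBS; cpd 10 min RT; Ex380/Em535 endpoint; normalized to free probe vs complex; 4-param Hill fit; propofol titration as pos. ctrl.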
Active calls of the source: *; u = inconclusive; x = no result given; & = joins results of further samples; [ ] = remark or other dose. Unless noted, the call rests on the fitted dose curve; in most records, active means well fitted curve in the direction sought with a large enough effect; inconclusive means small, poorly fitted or top-dose-only effect, or another doubt; inactive means no such curve, though single readings can be large; an effect the other way counts as inactive or inconclusive.

molecule | Pol kappa inh | ALOX12 inh | Pol eta inh | Pol beta inh | APEX1 inh | RGS4 inh | Apoferritin bind | LDHA block | ERG Ets-DNA blk
CCCCNC(=O)O[C@H]1C[C@@H]2CCN3C(=O)CCC(C)(C)[C@H](C1)[C@H]23 | -9% | -11% | -12% | 88% | 2% | 3% | -5% | -8 | -1%
COc1ccc(Cc2nnc(NC(=O)c3cccc(F)c3)s2)cc1OC | 6%[60.1 µM] | 0% | -6% | 5% | -4% | 0% | -11% | -2 | 4%
O=C1C2=C(NC(=S)NC2c2ccc(Cl)cc2)NC(c2ccc(Cl)cc2)N1c1ccc(Cl)cc1 (centres undefined) | -11% | 0% | -13% | -24% | -10% | -4% | u | -6 | 0%
Cc1ccc2c(C)c(C(=O)N(Cc3ccc(N(C)C)cc3)Cc3ccco3)oc2c1C | -14% | -17% | x | 10% | x | -6% | -4% | 0 | -9%
Cc1ccc(Cl)cc1NS(=O)(=O)c1cc2[nH]c(=O)c(=O)[nH]c2cc1C | -21% | 7% | -1% | 33% | -10% | 19% | -11% | -4 | -5%
COc1ccc(C2(CNC(=O)C(=O)Nc3ccc(C)cc3)CCOCC2)cc1 | -13% | 2% | -12% | u | -8% | u | -13% | -6 | -1%
Cc1ccc(CN(C(=O)c2cc(=O)c3cc(C)cc(C)c3o2)C2CCS(=O)(=O)C2)cc1 (centres undefined) | 6% | u | -7% | 3% | 1% | -18% | u | -11&0 | 14%
COc1ccc(CCNC(=O)C(CC(C)C)N2Cc3ccccc3C2=O)c(OC)c1OC (centres undefined) | -4% | -28%&-1% | 9% | 15% | x | -14% | -2% | 3&-1 | 6%
CN(CC(=O)Nc1ccc(Cl)c(C(F)(F)F)c1)C(=O)CC1Sc2ccccc2NC1=O (centres undefined) | -6% | u | -22% | 9% | 12% | -3% | -22% | -3 | 13%
Cc1ccc(-c2nc(SCc3ccc(Br)cc3)n3[nH]c(=O)cc3n2)cc1 | 11% | 32µM* | 20µM* | u | x | 1% | 2% | 4 | 7%
CCCCNCCS(=O)(=O)NCc1ccc(OC)cc1 | 1% | -8% | -16% | x | x | -5% | x | -1 | -4%
CN(C)CCN(C(=O)/C=C/c1cccs1)c1nc2ccc(F)cc2s1 | -30% | -13% | -9% | 5% | 9% | u | 32%[activator] | -10 | x
N#C/C(=C\c1cn(CCOc2ccccc2)c2ccccc12)C(=O)NCc1cccs1 | 1% | -4% | -16% | 0% | 4% | -10% | 3% | -4 | -4%
O=C1CC(NS(=O)(=O)c2cc(F)ccc2F)CN1c1ccc2c(c1)OCCO2 (centres undefined) | -13% | 18% | -1% | x | -2% | -23% | x | -6 | -5%
COc1ccc(OC)c(-c2csc(NC(=O)Cc3ccccc3OC)n2)c1 | -14% | u | -11% | 28% | 14% | 14% | 68%[activator] | 0 | -11%
Cc1nn(C)cc1CN1CCCC(C(=O)c2ccc(-c3ccccc3)c(F)c2)C1 (centres undefined) | -3% | -1% | -2% | -1% | -5% | -4% | -14% | -6 | -2%
COc1ccccc1NC(NC(=O)c1ccco1)C(=O)c1ccccc1 (centres undefined) | -8% | 3% | -12% | 0% | -9% | -19% | -15% | 9 | x
COc1ccccc1C(C)NC(=O)c1cc(=O)[nH]c2ccccc12 (centres undefined) | 0% | -28%&2% | -20% | 1% | 61%[activator] | -21% | 1% | -1&9 | 9%
O=C(NCCc1ccc(Cl)cc1)c1ccc(CSCc2ccccc2Cl)o1 | -9%[60.1 µM] | u | -24% | 5% | x | -3% | 46%[activator] | 5 | -2%
FC(F)(F)c1ccc(Sc2nnc(-c3cccs3)n2CC2CCCO2)nc1 (centres undefined) | 2% | 6% | -5% | 17% | -1% | 14% | -12% | -5 | -5%

Quoted from the results shown, 2 compounds:
molecule | Pol kappa inh | ALOX12 inh | Pol eta inh | Pol beta inh | APEX1 inh | RGS4 inh | Apoferritin bind | LDHA block | ERG Ets-DNA blk
O=C1C2=C(NC(=S)NC2c2ccc(Cl)cc2)NC(c2ccc(Cl)cc2)N1c1ccc(Cl)cc1 (centres undefined) | -11% | 0% | -13% | -24% | -10% | -4% | u | -6 | 0%
Cc1ccc2c(C)c(C(=O)N(Cc3ccc(N(C)C)cc3)Cc3ccco3)oc2c1C | -14% | -17% | x | 10% | x | -6% | -4% | 0 | -9%

Additional entries follow.
molecule | Pol kappa inh | ALOX12 inh | Pol eta inh | Pol beta inh | APEX1 inh | RGS4 inh | Apoferritin bind | LDHA block | ERG Ets-DNA blk
Cc1ccnc(NS(=O)(=O)c2ccc(N3C(=O)C4CCCCC4C3=O)cc2)n1 (centres undefined) | -11% | 18% | -17% | -3% | -8% | 16% | 28% | -7 | 3%
Oc1c(/C=N/Nc2cccc3cccnc23)ccc2ccccc12 | -22% | -12% | -12% | 30% | -11% | -51% | 0% | 18 | -6%
CCCn1c(=O)c(C(=O)NCCc2ccc(OC)cc2)c(O)c2ccccc21 | -1% | 5% | -10% | u | 42% | 26% | -12% | -1 | 3%
COC(=O)C1C(c2ccccc2)C(C(=O)N2CCOCC2)C1c1ccccc1 (centres undefined) | -1% | -4% | -15% | -7% | -6% | -12% | -8% | 1 | 3%
Cc1ccc(C(=O)Nc2cccc(C(F)(F)F)c2)cc1Nc1ncnc2nc[nH]c12 | x | -12% | u | u | 14% | x | -2% | -10 | x
CCCOc1ccc(C2=NNC(c3cccs3)=Nc3ccc(OC)cc32)cc1 | -6% | 12% | -10% | 2% | -1% | -14% | 0% | 2 | -6%
CCOC(=O)c1c(NC(=O)CSc2cn(CCNC(=O)c3c(F)cccc3F)c3ccccc23)sc2c1CCCC2 | 1% | -6% | -20% | 8% | x | -1% | 6% | -7 | 0%
CC1Sc2ccc(S(=O)(=O)N3CCC(C(=O)N4CCN(C)CC4)CC3)cc2NC1=O (centres undefined) | -5% | 1% | 11% | 37% | -2% | 40%[11.4 µM] | -2% | -1 | 0%
CCS(=O)(=O)n1nc(-c2ccco2)nc1NCc1ccc(C(C)C)cc1 | -15% | -26% | -21% | -13% | x | -1% | 6% | 1 | 0%
CCOc1ccc(N(C)S(=O)(=O)c2ccc(C)c(C(=O)Nc3nnc(C4CC4)s3)c2)cc1 | -2% | 13% | -19% | x | -9% | 4% | x | 3 | 11%
CCC(C)NC(=O)CN(c1cc(C)ccc1OC)S(C)(=O)=O (centres undefined) | -6% | 12% | -7% | -3% | -2% | 21% | -11% | -10 | x
O=C1CC(c2nc3ccccc3n2Cc2c(F)cccc2Cl)CN1c1cccc(C(F)(F)F)c1 (centres undefined) | -7% | -22% | x | 4% | x | 3% | -9% | -5 | 2%
CCN1CCSc2ccc(C(=O)NCc3ccccc3C)cc21 | -6% | u | -20% | -21% | 7% | -4% | 387%[activator] | -1 | 5%
N#CC(C#N)=C/C(C#N)=C(/N)N1CCN(c2ccc(Cl)cc2)CC1 | -4% | 6% | -4% | 17% | 2% | -11% | -11% | -10 | 1%
O=C(N/C(=C\c1ccccc1)C(=O)N1CCN(CCO)CC1)c1ccccc1 | -6% | 0% | -2% | -23% | 2% | 1% | 3% | -6 | 6%
c1ccc(-c2noc(C3CCC3)n2)nc1 | 5% | 44%[activator] | -10% | -22% | -1% | -3% | -10% | -1 | 2%
Cc1ccnc(NC(=O)c2cc(-c3ccc(Cl)s3)nc3ccccc23)c1 | 2% | -27% | -16% | x | 6% | -23% | x | -2 | 4%
Cc1cccc2nc(-c3ccco3)c(Nc3ccccc3)n12 | -2% | -3% | -4% | -17% | 0% | -7% | -8% | 0 | 9%
CCN(CC(=O)Nc1ccccc1OC)C(=O)/C=C/c1cccs1 | -4% | -34% | -10% | x | 3% | 27% | x | -7 | -3%
CC(=O)c1c(C)[nH]c(C(=O)CN2C(=O)NC(C)(c3ccc(C)cc3)C2=O)c1C (centres undefined) | 4% | -7% | -19% | 40%[activator] | 5% | 8% | u | 2 | 0%
C/C(=N/OCc1ccc(Br)cc1)c1ccccn1 | -6% | -1% | -11% | 2% | -11% | -13% | -21% | 4 | -10%
Cc1ccc(NC(=S)Nc2ccc(S(=O)(=O)Nc3ncccn3)cc2)c(C)c1 | -8% | -15% | u | 6% | -2% | -22%[56.9 µM] | -4% | -3 | -2%
Cc1ccc(CN2C(=O)C(C)(C)Oc3ccc(C(=O)N4CCCCC4)cc32)cc1 | -1% | -29% | -10% | 14% | -2% | -22% | -24% | -3 | -11%
O=C(NN1C(=O)/C(=C/c2ccc(O)cc2)SC1=S)c1cccc(O)c1 | -26% | 27% | 3% | -15% | 33% | 9% | u | -8 | 136%[activator]
Cc1c(C=O)c2ccccn2c1C(=O)c1ccc(F)cc1 | 5% | 8% | -4% | 12% | 1% | -1% | -1% | -1 | 2%
COc1ccc(NC(=O)CSc2nc(N)c(NC(=O)c3ccccc3F)c(=O)[nH]2)cc1 | -12% | u | -7% | 37% | -3% | 18% | 5% | -9 | -4%
COc1ccc(OCCOc2ccc(C)nc2[N+](=O)[O-])cc1 | -15% | 8% | -19% | -4% | -3% | -1% | -7% | -2 | -5%
O=C(NNS(=O)(=O)c1ccc2ccccc2c1)c1cc(-c2ccccn2)nc2ccccc12 | -23% | -4% | -13% | 1% | -4% | -16% | -3% | -2 | -2%
O=C(Nc1cccc(C(=O)N2CCCC2)c1)C1CCC1 | -3% | 5% | -13% | x | x | 16% | x | -8 | 6%
O=C(O)c1cc(-c2cccs2)nn1-c1ccc(F)cc1 | -11% | -12% | -14% | -13% | 2% | 2% | -5% | -2 | -6%

Only part of the results is shown; rates above refer to the full screens.
